# CHO-K1 Ca PAM: M1 PAM counterscreen hit in parental CHO-K1 cells. ATP EC20, Fluo-8 calcium fluorescence; 0% at ATP EC20, 100% at ATP max. activation, % at 3 µM. 0.02% of 360,000 active. AID 602247;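 active = activation above the run cutoff, the mean activation of all test compounds plus 3 SD, cut at about 40% in these data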;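 also: peak over basal fluorescence ratio in a 140 s read after ATP addition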
# CHO-K1 Ca ag: M1 agonist counterscreen hit in parental CHO-K1 cells; Fluo-8 calcium fluorescence; scaled to maximal ATP response, vehicle zero; AID 602248; activation, % at 3 µM; 0.48% of 360,000 active; in the data active = activation above about 15%;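 also: untransfected CHO-K1 host cells lacking M1 receptor as counterscreen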
# TAAR1 antagonist: human TAAR1 antagonism; Q96RJ0; CHO RD-HGA16 TAAR1, Fluo-8 calcium fluorescence, antagonist; inhibition, % at 3 µM; 1.5% of 360,000 active; AID 624466;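 active = inhibition above a per-plate cutoff, the mean inhibition of test compounds on that plate plus 3 SD, cut at about 49% in these data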;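 also: 0% = DMSO plus EC80 beta-PEA response and 100% = DMSO alone without agonist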
# Target sequence (Q96RJ0 whole entry, looked up): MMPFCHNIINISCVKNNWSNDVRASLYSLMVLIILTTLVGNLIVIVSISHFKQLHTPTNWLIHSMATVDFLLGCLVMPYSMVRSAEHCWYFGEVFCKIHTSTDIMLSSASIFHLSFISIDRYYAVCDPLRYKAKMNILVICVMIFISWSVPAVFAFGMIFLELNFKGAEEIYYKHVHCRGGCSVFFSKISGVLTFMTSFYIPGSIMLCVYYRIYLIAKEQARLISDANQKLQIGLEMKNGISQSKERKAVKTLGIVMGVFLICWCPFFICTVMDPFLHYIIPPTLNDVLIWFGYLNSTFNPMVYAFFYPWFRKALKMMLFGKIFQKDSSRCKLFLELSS
#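 Test system: RD-HGA16 CHO cells with stable hTAAR1 and Gα16 / Probe or stimulus: EC80 β-phenethylamine stimulus / Times: seeding 17-24 h prior, 75-min 37 °C, 30-min RT dye loading / Detection: Fluo-8 calcium-sensitive fluorescence / Read-out basis: % inhibition scaled between DMSO and EC80 PEA controls / Repeats: singlicate, one well per test compound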
# CHRM1 PAM: human CHRM1 positive allosteric modulation | P11229 | CHO-K1 hM1, Fluo-8 calcium fluorescence, ACh EC20; 0% = ACh EC20, 100% = maximal ACh | activation, % at 3 µM | 0.088% of 360,000 active; in the data active = activation above about 19%, passing the limit was not always enough
# Target sequence (P11229 whole entry, looked up): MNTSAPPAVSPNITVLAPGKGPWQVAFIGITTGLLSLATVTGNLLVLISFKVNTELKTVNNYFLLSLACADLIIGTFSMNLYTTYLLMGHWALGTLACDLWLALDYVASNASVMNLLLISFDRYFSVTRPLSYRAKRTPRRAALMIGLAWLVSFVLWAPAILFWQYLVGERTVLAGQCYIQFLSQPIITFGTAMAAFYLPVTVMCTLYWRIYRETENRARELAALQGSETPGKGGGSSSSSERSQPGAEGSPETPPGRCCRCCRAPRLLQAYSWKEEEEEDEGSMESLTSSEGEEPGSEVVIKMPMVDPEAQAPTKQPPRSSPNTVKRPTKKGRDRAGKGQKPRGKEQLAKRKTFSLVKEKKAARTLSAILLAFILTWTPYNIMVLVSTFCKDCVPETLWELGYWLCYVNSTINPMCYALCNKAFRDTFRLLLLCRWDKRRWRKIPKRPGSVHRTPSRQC
# TAAR1 agonist: agonists of human TAAR1. AID 624467. CHO RD-HGA16 TAAR1, Fluo-8 calcium fluorescence; vehicle wells 0%, saturating PEA agonist 100%. activation, % at 3 µM. 0.99% of 360,000 active. Q96RJ0;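 active = activation above the mean activation of all test compounds in the run plus 3 SD, cut at about 38% in these data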
#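 Assay system: CHO-derived RD-HGA16 cells with stable Gα16 and human TAAR1; timing: 17-24 h seeding, 75 min 37 °C dye, 30 min RT; read-out: % activation from peak over basal fluorescence ratio, DMSO-to-PEA scaled; measured by: kinetic Fluo-8 calcium fluorescence; benchmarks: low control DMSO, high control PEA (EC100); doses: 3 µM single concentration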
# CHO-K1 Ca antag: M1 antagonist counterscreen hit in parental CHO-K1 cells | 0.6% of 360,000 active | inhibition, % at 3 µM | ATP-induced calcium, Fluo-8 fluorescence | AID 602250;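 active = inhibition above a per-plate cutoff, the plate's mean sample inhibition plus 3 SD, cut at about 24% in these data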;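 also: 0% = DMSO plus EC80 ATP and 100% = DMSO alone without ATP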
# M1 ag: human M1 muscarinic receptor agonism; P11229; CHO-K1 hM1, Fluo-8 calcium fluorescence, agonist mode; 0% DMSO, 100% acetylcholine EC100; activation, % at 3 µM; AID 588814; 0.33% of 360,000 active;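 active = activation above the run's mean compound activation plus 3 SD, cut at about 16% in these data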;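 also: peak over basal fluorescence ratio within a 140 s kinetic read after compound addition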
# M1 antag: antagonists of human M1 muscarinic receptor; P11229; CHO-K1 hM1, Fluo-8 calcium fluorescence, ACh EC80 antagonist; inhibition, % at 3 µM; 1.3% of 360,000 active; AID 588852;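 active = percent inhibition above its own plate's cutoff, namely the mean of that plate's compound wells plus 3 SD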;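 also: peak over basal fluorescence ratio during 140 s after agonist addition; 0% = ACh EC80 plus DMSO and 100% = DMSO alone without agonist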
# CHO parental Ca: signal in parental CHO cells, OX1R antagonist counter-screen; parental CHO-K1, ATP-induced calcium, Fluo-8 fluorescence; inhibition, % at 5.6 µM; 0.63% of 330,000 active; AID 463079;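 active = inhibition above that plate's mean sample inhibition plus 3 SD, cut at about 26% in these data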;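 also: 0% = ATP-challenged DMSO wells and 100% = DMSO wells without ATP; some compounds past the cut are filed as inactive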
#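 Test system: untransfected parental CHO cell line. Compound: one dose, 5.6 µM nominal. Detection: intracellular calcium via Fluo-8 no-wash fluorescent dye. Measure: % inhibition. Benchmarks: ATP-challenged DMSO wells low, unchallenged DMSO wells high.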
# The depositor's hits bear a star; . = no result given. No enrichment for hits. About 4.4% of those tested had a hit in this group.
SMILES,CHO-K1 Ca PAM,CHO-K1 Ca ag,TAAR1 antagonist,CHRM1 PAM,TAAR1 agonist,CHO-K1 Ca antag,M1 ag,M1 antag,CHO parental Ca
CC(=O)N1CCc2c(sc(NC(=O)Cc3ccc(F)cc3)c2C(N)=O)C1,-6,1.4,-17,6,1,2,3,2,-18
O=Cc1c(-[n+]2ccccc2)nc([O-])n1-c1ccccc1,-4,-0.1,-4,-5,9,4,-2,2,0
CCN(CC)CCCN=C1N[C@@H](c2ccccc2)C(C(=O)OC)=C(C)N1CC,-1,0.9,10,-3,9,-18,-10,11,-7
Cc1noc(C)c1-c1ccc(C(=O)NCc2cccnc2)c2occc12,10,4.9,2,4,2,-18,1,-17,.
O=C(CCOc1ccccc1)Nc1nnc(-c2ccc3c(c2)OCCO3)o1,14,-0.1,-29,5,2,-9,-2,0,6
O=C(O)CC12CC3CC(C1)CC(n1ncc(NCC4CCCO4)c(Cl)c1=O)(C3)C2 (stereo not given),16,1.1,-3,1,4,-13,-1,-17,-1
OC[C@@H]1CN(Cc2ccc(F)cc2)C[C@H](n2cnc3c(NC4CC4)ncnc32)O1,1,0.9,19,4,0,-8,0,-11,.
O=C(NC1CCCCC1)N1CCN(c2ccc(Cl)cc2)CC1,6,12,-2,0,1,-10,1,5,8
COc1ccc(-c2nc(-c3cccc(C)c3)[nH]c(=O)c2C#N)cc1,12,0.1,11,6,0,-7,-2,-9,-7
CN1OC[C@@H]2CN(Cc3ccc4c(c3)OCO4)[C@H](c3ccc(N4CCCCC4)cc3)C[C@@H]21,4,0.5,-45,1,5,15,-5,3,.
COc1ccccc1CNCC(=O)Nc1cc(S(=O)(=O)N2CCOCC2)ccc1Cl,-2,7.8,32,-8,12,-8,-3,10,-26
CC(=O)c1c(C)[nH]c(C(=O)CSc2nnc(-c3ccccc3)n2Cc2ccc3c(c2)OCO3)c1C,10,1.2,37,-3,16,0,-3,-1,-31
COC(=O)c1sccc1NC(=O)CNC(=O)c1ccccc1,6,3.5,-22,9,3,-15,-2,-16,-3
COc1cccc(C(C)(O)c2nc(-c3ccc(S(C)(=O)=O)cc3)cs2)c1 (stereo not given),12,3.6,-12,-5,3,-5,-2,2,.
COCc1nnc(NC(=O)C23CC4CC(CC(C4)C2)C3)s1,-21,-0.4,-10,0,2,20,-3,3,.
Cc1cc(C)cc(OCCNS(=O)(=O)c2cccs2)c1,32,7.4,5,13,1,-11,-13,-8,0
CCOc1ccc(C(=O)Nc2cccc3ncccc23)cc1Cl,2,1.7,-15,0,7,-8,-2,-4,-19
Oc1ccc(Br)cc1-c1cc(-c2ccc(Cl)cc2)n[nH]1,8,0.5,22,1,8,0,-2,-2,50*
c1ccc2c(c1)CCCC2NC1=NCCC1 (stereo not given),10,0.1,0,9,9,-14,-3,-11,3
Cc1ccc2nc(SC(C(=O)c3ccccc3)c3ccccc3)nc(C)c2c1 (stereo not given),-4,0.1,-16,4,-1,-2,0,-2,-8
O=C(NCCc1ccccc1)C(=O)NCCC1CCCCN1S(=O)(=O)c1ccccc1 (stereo not given),-3,1.4,1,4,19,-4,-4,-3,5
COc1cc(OC)cc(C(=O)NCC(=O)OCC(=O)c2cc(OC)ccc2OC)c1,7,0.3,-1,6,3,-3,-7,-10,-8
Cc1ccc(OCCn2cc(C(=S)N3CCCC3)c3ccccc32)cc1C,23,0.0,20,2,0,-4,-3,-24,-14
Cc1cc(NC(=O)CS(=O)(=O)c2cn(Cc3ccc(F)cc3)c3ccccc23)no1,2,9.8,19,11,8,-4,32*,17,-15
CC(=O)Oc1ccc(N2C(=O)C3C4C=CC(O4)C3C2=O)cc1 (stereo not given),13,0.3,-8,0,5,-11,-3,-17,-4
# Later entries:
SMILES,CHO-K1 Ca PAM,CHO-K1 Ca ag,TAAR1 antagonist,CHRM1 PAM,TAAR1 agonist,CHO-K1 Ca antag,M1 ag,M1 antag,CHO parental Ca
Cc1ccc(NC(=O)C2CCCN(S(=O)(=O)c3c(C)noc3/C=C/N(C)C)C2)c(C)c1 (stereo not given),20,2.8,-7,6,-1,-13,-2,-14,-12
CN(C)C(=O)CSc1nc(SCC(=O)N(C)C)n(-c2ccccc2)n1,21,0.5,7,8,2,-19,-6,-8,3
CC(C)(C)OC(=O)N1CCC(C(=O)N[C@@H](Cc2c[nH]c3ccccc23)C(=O)O)CC1,12,9.3,-14,5,0,3,4,-5,-11
CC(C)(C)c1ccc(C(=O)Nc2c3c(nn2C(C)(C)C)CS(=O)(=O)C3)cc1,0,1.9,6,-3,7,-2,0,2,3
Cc1ccc(C(c2sc3nc(C)nn3c2O)N2CCN(C(=O)c3ccco3)CC2)cc1 (stereo not given),14,-0.6,-4,7,6,-16,-6,-29,-15
CCCCCC1NC(=O)NC1CCCCCC(=O)O (stereo not given),18,0.1,0,1,0,2,0,-5,-3
C[C@H](CO)N1C[C@H](C)[C@@H](CN(C)S(=O)(=O)c2ccc(F)cc2)Oc2ccc(NS(=O)(=O)c3ccc(F)cc3)cc2C1=O,8,-0.2,-5,2,7,-13,-11,-4,-28
O=C(COc1ccc(N2C(=O)c3ccccc3C2=O)cc1)c1ccccc1,3,0.4,2,3,1,3,-4,-5,-12
CCCNC(=S)NCc1ccc(Cl)cc1,15,2.6,22,4,2,-4,-7,-8,-2
CCN(C(=O)COC(=O)c1oc2ccccc2c1C)c1c(N)n(Cc2ccccc2)c(=O)[nH]c1=O,8,0.2,-7,8,4,-5,-2,-7,-19
O=C(Nc1ccc(Cl)cc1)Nn1cnc2ccccc2c1=O,15,2.0,3,12,11,8,-3,-9,-4
OCC(O)C1OC(c2ccco2)OC(CO)C1O (stereo not given),21,0.3,-9,11,3,-14,3,-17,.
CCOc1ccccc1OCC(=O)NCCc1ccc(S(N)(=O)=O)cc1,10,3.9,-24,6,3,-14,-3,0,-9
COc1ccc(S(=O)(=O)Nc2cc(Cl)ccc2OC)cc1,22,2.5,14,6,6,-10,-6,-10,2
Cc1c(C(=O)N2CCCC2)oc2c1-c1nn(CC(=O)NCCCN3CCCCC3)cc1CC2,9,-0.4,3,8,0,5,-3,-2,-4
COc1ccc(CC(=O)NC2CC(C)(C)NC(C)(C)C2)cc1,11,0.1,-7,5,-1,-5,-3,-8,-14
Cc1ccc(S(=O)(=O)c2nc(-c3ccc(F)cc3)oc2N2CCOCC2)cc1,3,1.4,-8,6,10,-10,-2,-8,-19
Cc1ccc(Cl)cc1N1C(=O)CC(C)(C)CC1=O,2,3.7,-13,11,1,-9,-3,-7,-13
O=C(CN(C1CCCCC1)S(=O)(=O)c1ccccc1)N1CCCC1,4,0.4,-2,8,-3,-18,-2,-6,-7
CSCCC1NC(=O)N(CC(=O)Nc2ccc(-c3ccccc3)cc2)C1=O (stereo not given),16,1.6,1,9,5,-13,-1,-21,15
CC(=O)c1sc(NS(=O)(=O)c2ccc(C)cc2)nc1-c1ccccc1,8,0.4,-22,6,3,-15,-9,-7,-14
O=C(Nc1cccc2c1C(=O)NC2=O)c1cccnc1Cl,19,1.3,17,14,3,-11,2,-14,8
O=C(CCc1ccccc1)Nc1ccccc1C(=O)N1CCOCC1,17,0.9,-2,11,6,-8,1,-7,-11
CCOc1ccc(CCNC(=O)COC(=O)/C=C/c2ccc(C)o2)cc1OCC,0,0.2,-6,1,-2,7,-6,-5,-29
O=C(N/N=C/c1c(F)c(F)c(F)c(F)c1F)c1cccc(S(=O)(=O)N2CCOCC2)c1,27,0.8,-20,13,4,-25,-3,-19,-4

# Three entries already listed, sorted by formula weight, descending:
SMILES,CHO-K1 Ca PAM,CHO-K1 Ca ag,TAAR1 antagonist,CHRM1 PAM,TAAR1 agonist,CHO-K1 Ca antag,M1 ag,M1 antag,CHO parental Ca
C[C@H](CO)N1C[C@H](C)[C@@H](CN(C)S(=O)(=O)c2ccc(F)cc2)Oc2ccc(NS(=O)(=O)c3ccc(F)cc3)cc2C1=O,8,-0.2,-5,2,7,-13,-11,-4,-28
Cc1ccc(Cl)cc1N1C(=O)CC(C)(C)CC1=O,2,3.7,-13,11,1,-9,-3,-7,-13
CCCNC(=S)NCc1ccc(Cl)cc1,15,2.6,22,4,2,-4,-7,-8,-2

# Remaining list, next part:
SMILES,CHO-K1 Ca PAM,CHO-K1 Ca ag,TAAR1 antagonist,CHRM1 PAM,TAAR1 agonist,CHO-K1 Ca antag,M1 ag,M1 antag,CHO parental Ca
CN(CCOc1ccccc1)Cc1ccccc1,9,0.9,.,-4,.,-10,-9,6,.
Cc1cc(N/N=C/c2ccccc2)nc(N2CCOCC2)n1,-16,-0.1,0,10,4,6,-8,-14,-13
CC(C)CN1CN(Cc2ccco2)CNC1=S,12,0.4,15,6,3,-5,-8,-8,-1
CC(=O)Nc1ccc(S(=O)(=O)Nc2cc(Cl)ccc2N2CCOCC2)cc1,16,3.0,7,8,8,-18,-1,-3,-3
Nn1c(SCc2cn3ccccc3n2)nnc1-c1ccncc1,-6,0.2,-9,-2,0,6,0,18,10
c1ccc(C[C@H]2CN=C(Nc3ccccc3)N2CC2CCC2)cc1,8,0.9,10,-3,13,-2,-10,2,-14
O=C(/C=C/C=C/c1ccccc1)c1ccco1,-7,0.0,-3,14,-1,-2,-1,-13,-7

# Part of the list above, with two lines to a compound.
# Under each structure – CHO-K1 Ca PAM, CHO-K1 Ca ag, TAAR1 antagonist, CHRM1 PAM, TAAR1 agonist, CHO-K1 Ca antag, M1 ag, M1 antag, CHO parental Ca
- O=C(CCc1ccccc1)Nc1ccccc1C(=O)N1CCOCC1
  17, 0.9, -2, 11, 6, -8, 1, -7, -11
- CCOc1ccc(CCNC(=O)COC(=O)/C=C/c2ccc(C)o2)cc1OCC
  0, 0.2, -6, 1, -2, 7, -6, -5, -29
- O=C(N/N=C/c1c(F)c(F)c(F)c(F)c1F)c1cccc(S(=O)(=O)N2CCOCC2)c1
  27, 0.8, -20, 13, 4, -25, -3, -19, -4
- CN(CCOc1ccccc1)Cc1ccccc1
  9, 0.9, ., -4, ., -10, -9, 6, .
- Cc1cc(N/N=C/c2ccccc2)nc(N2CCOCC2)n1
  -16, -0.1, 0, 10, 4, 6, -8, -14, -13
- CC(C)CN1CN(Cc2ccco2)CNC1=S
  12, 0.4, 15, 6, 3, -5, -8, -8, -1
- CC(=O)Nc1ccc(S(=O)(=O)Nc2cc(Cl)ccc2N2CCOCC2)cc1
  16, 3.0, 7, 8, 8, -18, -1, -3, -3
- Nn1c(SCc2cn3ccccc3n2)nnc1-c1ccncc1
  -6, 0.2, -9, -2, 0, 6, 0, 18, 10
- c1ccc(C[C@H]2CN=C(Nc3ccccc3)N2CC2CCC2)cc1
  8, 0.9, 10, -3, 13, -2, -10, 2, -14
- O=C(/C=C/C=C/c1ccccc1)c1ccco1
  -7, 0.0, -3, 14, -1, -2, -1, -13, -7

# Assay outcomes as filed in PubChem.
